# Compound activity: PubChem BioAssay, Sanford-Burnham Center for Chemical Genomics
# SENP8 block-1: blocks human SENP8 cleavage of Nedd8 substrate; 360,000 compounds, 0.64% hits; Q96LD8; AID 602440; inhibition, % at 20 µM; recombinant SENP8, Nedd8 substrate fluorescence; in the data active = inhibition mostly above about 40%, no sharp cut-off; inactive = mostly below about 27%
# SENP1 inh: blocks the human SENP1 SUMO protease catalytic domain | Q9P0U3 | recombinant SENP1 catalytic domain, CyPet-SUMO1-YPet FRET cleavage | inhibition, % at 10 µM | 360,000 compounds, 0.21% hits | AID 624204;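 active = inhibition at least 30% at 10 µM, raw YFP signal under a set limit, fluorescence ratio 0.5 to 1.5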;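 also: 0% = enzyme with DMSO and 100% = no enzyme wells; some results filed as inactive read as strong as hits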
#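 Test system: human SENP1 catalytic domain; medium: Tris pH 8 buffer plus EDTA, NaCl, BME, BSA, NP40, catalase; incubation: 50 min reaction at room temperature; technique: FRET, CFP and YFP emission; controls: no-enzyme low control and enzyme-plus-DMSO high control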
# SENP7 inh: SENP7 protease inhibition; inhibition, % at 5 µM; AID 434973; 330,000 compounds, 1.5% hits; recombinant SENP7, Z-RLRGG-aminoluciferin luminescence, 40 min; Q9BQF6;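 active = inhibition above about 50% at the single test dose, limit read from the data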;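 also: plate controls were DMSO with enzyme for no effect and no enzyme buffer wells for full effect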
# SENP6 inh: inhibitors of human SENP6 protease | Q9GZR1 | Recombinant SENP6 catalytic domain, aminoluciferin luminescence | inhibition, % at 10 µM | 330,000 compounds, 1.8% hits;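 active = inhibition above about 50% at the single tested dose, limit read from the data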;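 also: plate controls were DMSO wells with enzyme for no effect and DMSO wells lacking enzyme for full effect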
# HKDC1 inhibitor: inhibitors of human hexokinase HKDC1; recombinant HKDC1, G6PDH/diaphorase resazurin coupled fluorescence; inhibition, % at 20 µM; 340,000 compounds, 0.16% hits;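 active = inhibition above about 35% when tested at 20 µM, limit read from the data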;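 also: plate controls were DMSO wells with enzyme for no effect and DMSO wells lacking enzyme for full effect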
# Target sequence (Q2TB90 whole entry, looked up): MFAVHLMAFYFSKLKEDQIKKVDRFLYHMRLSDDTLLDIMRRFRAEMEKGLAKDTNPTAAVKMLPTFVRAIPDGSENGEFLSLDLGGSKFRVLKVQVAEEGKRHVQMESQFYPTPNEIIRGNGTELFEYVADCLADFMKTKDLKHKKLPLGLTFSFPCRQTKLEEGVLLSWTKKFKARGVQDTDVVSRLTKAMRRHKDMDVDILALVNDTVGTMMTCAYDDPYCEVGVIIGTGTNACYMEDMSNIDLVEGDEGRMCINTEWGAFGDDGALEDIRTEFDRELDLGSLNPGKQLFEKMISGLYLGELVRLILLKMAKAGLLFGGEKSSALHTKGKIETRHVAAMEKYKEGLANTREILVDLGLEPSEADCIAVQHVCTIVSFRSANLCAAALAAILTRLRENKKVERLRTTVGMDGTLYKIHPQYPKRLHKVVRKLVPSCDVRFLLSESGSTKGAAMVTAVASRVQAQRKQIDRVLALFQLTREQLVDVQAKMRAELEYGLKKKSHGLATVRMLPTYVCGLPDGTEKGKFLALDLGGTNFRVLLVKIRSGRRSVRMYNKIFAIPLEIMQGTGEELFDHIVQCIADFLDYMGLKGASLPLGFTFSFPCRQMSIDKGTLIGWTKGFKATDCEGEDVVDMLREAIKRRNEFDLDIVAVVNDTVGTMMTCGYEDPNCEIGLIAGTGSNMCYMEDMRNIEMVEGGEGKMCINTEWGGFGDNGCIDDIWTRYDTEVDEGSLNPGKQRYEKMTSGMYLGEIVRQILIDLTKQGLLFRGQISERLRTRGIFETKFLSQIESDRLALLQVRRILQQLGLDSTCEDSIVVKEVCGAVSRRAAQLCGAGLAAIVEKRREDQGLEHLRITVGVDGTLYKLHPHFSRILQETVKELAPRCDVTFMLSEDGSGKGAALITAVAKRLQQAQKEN
#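 Assay system: in-house recombinant HK5 (HKDC1) enzyme. Input: HKDC1 at 5 µg/mL. Medium: Tris pH 8.0 buffer with MgCl2, Tween-20, BSA, BME. Dosing: single 20 µM dose. Schedule: 90 min reaction incubation at room temperature, dark. Signal: resazurin-to-resorufin fluorescence via G6PDH and diaphorase coupling, 525/613 nm. Controls: DMSO-enzyme wells negative, buffer-substituted wells positive.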
# PfG6PD inh: PfG6PD (Plasmodium falciparum) enzyme inhibition; PfGluPho enzyme, NADPH resazurin-diaphorase fluorescence; inhibition, % at 20 µM; 350,000 compounds, 0.78% hits; AID 504690;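 active = inhibition reaching at least a set limit at 20 µM in the primary screen, cut at about 59% in these data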;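 also: 0% = DMSO wells with substrate and 100% = DMSO wells lacking glucose-6-phosphate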
# UBC13 polyUb: inhibitors of human UBC13 polyubiquitin chain formation; AID 485273; inhibition, % at 20 µM; P61088; TR-FRET; 330,000 compounds, 0.47% hits; in the data active = inhibition above about 45%, passing the limit was not always enough
# Target sequence (P61088 whole entry, looked up): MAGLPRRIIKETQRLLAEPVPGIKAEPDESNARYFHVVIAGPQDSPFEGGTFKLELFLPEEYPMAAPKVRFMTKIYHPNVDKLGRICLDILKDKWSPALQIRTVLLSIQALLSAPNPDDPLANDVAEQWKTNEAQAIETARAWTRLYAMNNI
# MIN6 prolif: MIN6 beta-cell proliferation induction; MIN6 cells proliferation, ATPlite luminescence, 48 h; cells starved in 0.2% serum; 100% = growth in 10% serum; proliferation, % at 10 µM; 330,000 compounds, 0.29% hits; AID 2380;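 active = compounds whose signal lies at least 3.5 SD above the mean of all wells on their plate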;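 also: 0% = DMSO-treated cells in low-serum medium and 100% = 10% serum control; some compounds called inactive have numbers as strong as hits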
# SENP8 block-2: inhibitors of human SENP8 protease; Q96LD8; purified SENP8, Z-RLRGG-aminoluciferin cleavage, luminescence; inhibition, % at 10 µM; 330,000 compounds, 1.2% hits; AID 2540; in the data active = inhibition above about 50%
# An asterisk follows results filed as active; i = inactive; nt = not tested or not shown.
# Each structure is followed by: SENP8 block-1	SENP1 inh	SENP7 inh	SENP6 inh	HKDC1 inhibitor	PfG6PD inh	UBC13 polyUb	MIN6 prolif	SENP8 block-2
[1] Cc1noc(C)c1S(=O)(=O)N1CCC(C(=O)N(C)Cc2ccccc2)CC1
  15.8	0.9	6.2	-3.3	4.4	0.4	3.1	0.7	3.8
[2] CCC1=C2CC[C@H]3C(=O)N(CC)C(=O)[C@H]3[C@H]2[C@@]2(Cc3ccccc3)C(=O)N(Cc3ccccc3)C(=O)N2C1=O
  5.9	-3.9	1.2	-8.2	-1.5	-1.0	-5.3	0.6	-5.5
[3] Cc1ccc(S(=O)(=O)N2CCC(C(=O)OCc3ccc([N+](=O)[O-])cc3)CC2)cc1
  25.0	3.5	-1.8	-13.4	5.2	1.0	12.0	0.9	-5.3
[4] COCCNC(=O)CSc1n[nH]c(=O)n1CCc1ccccc1
  7.5	1.8	-14.5	-21.4	2.6	-3.4	-3.6	-3.6	-12.1
[5] CCCC(c1nnnn1C(C)(C)CC)N(Cc1ccco1)Cc1cc2ccc(OC)cc2[nH]c1=O (stereo not drawn)
  -264.6	-42.2	nt	nt	2.5	32.6	nt	nt	nt
[6] Cc1cc(C(=O)NCc2cccs2)cs1
  18.1	1.5	-5.0	-4.7	2.0	0.2	2.3	1.2	2.8
[7] COc1ccc(C(=O)Nc2nnc(C(F)(F)F)s2)cc1
  -31.5	1.6	18.9	61.4*	0.0	118.0*	14.2	-0.9	16.0
[8] O=C(COC(=O)Cc1cccs1)Nc1ccc(OC(F)(F)F)cc1
  -56.2	2.7	-4.0	-9.2	2.2	4.2	-6.7	3.5	-10.1
[9] CC1CCN(C(=O)CSc2nnc(CNC(=O)c3ccc(F)cc3)o2)CC1
  5.9	0.8	2.9	2.4	-6.6	-4.1	-8.7	1.6	5.1
[10] CCSc1ccc(C(=O)NCC(=O)O)cc1
  2.5	-0.6	-4.4	-8.5	-5.8	-9.6	-5.7	-1.7	-4.2
[11] O=C(Nc1ccc(F)cc1)C1CC(=O)n2cnnc2N1 (stereo not drawn)
  7.5	1.1	5.7	-3.7	-6.1	-1.3	2.8	-3.2	5.2
[12] COCCN=C1N[C@@H](c2cccc(C(F)(F)F)c2)C(C(=O)OC)=C(C)N1Cc1ccccc1
  13.0	-8.4	0.2	-7.0	-4.5	-0.4	6.4	-7.9	2.8
[13] COc1ccc(NC(=O)c2cccc(S(=O)(=O)N3CCc4ccccc43)c2)cn1
  18.0	-1.3	7.5	-2.9	-5.0	13.4	-4.3	-3.2	-6.8
[14] COC(=O)c1ccc(N2CCN(C(=O)C3CC3)CC2)c([N+](=O)[O-])c1
  15.2	2.7	-4.5	-4.6	3.4	-0.2	-6.2	1.7	-3.7
[15] CCCC(=O)N1CCC(O)(c2cccc(F)c2)CC1
  7.1	0.3	7.5	9.6	0.3	-9.8	-8.7	-1.3	4.1
[16] O=C(Nc1cccn2ncnc12)c1ccc(Cl)cc1
  12.0	2.7	23.3	13.4	-5.6	0.7	-1.7	0.5	0.2
[17] CN(C(=O)Nc1ccccc1)C1CCS(=O)(=O)C1 (stereo not drawn)
  11.8	2.6	-5.0	-10.1	-1.3	-2.5	3.8	-0.6	-10.8
[18] Cc1ccc(NC(=O)c2nnn(-c3cc(C)cc(C)c3)c2N)cc1
  5.8	1.6	-5.4	-7.4	4.0	16.3	-2.8	-2.1	-13.7
[19] O/N=C/c1ccnc(SCc2ccccc2)n1
  2.3	0.3	-16.9	-31.8	0.1	-25.5	-2.6	-2.5	-15.8
[20] CN(C)/C=C(/C#N)C(=O)c1cccc(Oc2ccc(C(C)(C)C)cc2)c1
  -0.3	-0.9	7.2	-7.7	0.6	-7.6	4.6	-3.1	-0.8
[21] COc1ccc(/C=c2\s/c(=C\C(=O)C(C)(C)C)[nH]c2=O)cc1O
  -60.2	-48.2	3.0	-1.7	4.3	5.0	-24.4	-1.7	-1.1
[22] O=C1COc2ccc(C(=O)COC(=O)CCOc3ccccc3)cc2N1
  7.1	0.8	7.4	2.5	-1.1	-12.8	5.1	-4.5	-6.5
[23] O=[N+]([O-])c1cc(Cl)cc(/C=N/NC(=S)Nc2cc(S(=O)(=O)N3CCOCC3)ccc2Cl)c1O
  31.2	8.7	-1.8	7.9	-13.4	-35.1	-73.0	-5.6	10.2
[24] COc1cc(C(=O)Nc2cc(Cl)ccc2-n2cncn2)ccc1OC(F)F
  -23.1	-2.4	7.3	-6.4	-1.4	-13.5	-3.5	2.2	-2.6
[25] CN1CCN(NC(=S)NC(C)(C)CC(C)(C)C)CC1
  10.9	1.3	9.7	-4.2	-4.3	-3.5	7.0	-0.2	1.0
[26] CCC(=O)N1CCN(c2ccccc2NC(=O)c2ccc(-c3cccc([N+](=O)[O-])c3)o2)CC1
  2.9	-1.1	2.0	6.6	-9.2	5.5	-3.3	2.3	0.9
[27] Cc1ccccc1CSc1nnc(-c2cccs2)n1Cc1ccco1
  6.0	-2.2	11.0	-2.2	2.1	5.0	10.4	-3.3	-2.5
[28] COCCN(Cc1cn(C)nc1-c1ccccc1F)C(C)C
  -4.9	-4.0	-0.2	-14.2	-1.4	-5.0	1.9	-1.7	-2.8
[29] Cc1ccc2c(Cl)cc(Cl)c(OCC(=O)NC(=O)NCc3ccco3)c2n1
  6.4	0.8	9.4	-1.7	-2.6	19.4	-0.3	-0.9	-2.4
[30] O=C(COC(=O)C1CCN(c2ccc(C(F)(F)F)cn2)CC1)NCc1cccc(Cl)c1
  -36.9	-0.1	8.4	-3.5	2.7	34.6	-4.1	0.0	-6.3
[31] N#Cc1cnc(SCC(=O)c2ccccc2)nc1N
  -47.9	-59.8	9.6	-15.2	-1.4	24.1	-5.3	1.0	-5.3
[32] COc1ccc(CNc2ncc(-c3ccc(Br)cc3)n2C)cc1OC
  32.1	1.1	8.4	-5.7	-2.6	-5.7	7.2	-2.5	0.1
[33] N#C/C(=C\c1cc([N+](=O)[O-])ccc1Cl)C(N)=O
  19.4	2.6	3.1	-21.8	2.6	2.3	-11.1	-4.8	-4.8
[34] C[C@H]1CCC(=O)N([C@H](CN=[N+]=[N-])Cc2ccccc2)CC1
  16.2	2.0	15.6	-1.1	-3.8	-0.9	-14.9	-8.0	-6.1
[35] O=C(NCc1ccccc1)c1cccc(COc2ccc(Cl)cc2)c1
  15.6	1.9	-0.1	-5.6	2.1	-1.7	-11.0	0.0	-2.5
[36] CCOc1ccccc1NC(=O)C(OC(=O)c1ccc(NC(=O)CC#N)cc1)c1ccccc1 (stereo not drawn)
  -119.0	-32.6	-1.7	-14.1	-0.5	5.6	34.3	-3.1	8.5
[37] CC(OC(=O)c1ccc(O)cc1)C(=O)Nc1nc(-c2ccccc2)cs1 (stereo not drawn)
  11.0	1.1	-9.3	-6.3	1.8	-5.2	0.4	-7.7	-3.6
[38] O=S(=O)(CCN(CCS(=O)(=O)C(F)(F)F)CC1CCCO1)C(F)(F)F (stereo not drawn)
  6.1	-2.6	3.3	-0.6	4.0	-5.5	7.8	-4.5	-1.0
[39] Cc1nc2scc(C)n2c(=O)c1S(=O)(=O)N1CCN(c2ccc([N+](=O)[O-])cc2)CC1
  -5.9	-54.0	12.2	5.9	-4.3	12.1	-1.1	6.6	-0.8
[40] OCCN(CCO)c1ncnc2c1sc1nc(N3CCOCC3)c3c(c12)CCCC3
  -269.4	-6.6	2.2	3.2	15.4	13.0	29.9	-4.4	-1.8

# Only PfG6PD inh, SENP6 inh and SENP8 block-2, for 4 of the compounds above:
no.	molecule	PfG6PD inh	SENP6 inh	SENP8 block-2
36	CCOc1ccccc1NC(=O)C(OC(=O)c1ccc(NC(=O)CC#N)cc1)c1ccccc1 (stereo not drawn)	5.6	-14.1	8.5
32	COc1ccc(CNc2ncc(-c3ccc(Br)cc3)n2C)cc1OC	-5.7	-5.7	0.1
33	N#C/C(=C\c1cc([N+](=O)[O-])ccc1Cl)C(N)=O	2.3	-21.8	-4.8
37	CC(OC(=O)c1ccc(O)cc1)C(=O)Nc1nc(-c2ccccc2)cs1 (stereo not drawn)	-5.2	-6.3	-3.6

# Remaining list, next part.
# Each structure is followed by: SENP8 block-1	SENP1 inh	SENP7 inh	SENP6 inh	HKDC1 inhibitor	PfG6PD inh	UBC13 polyUb	MIN6 prolif	SENP8 block-2
[41] CC1=NN(CCc2ccccn2)C(=O)CC1
  16.1	0.6	2.7	-13.1	-4.4	0.3	0.1	-1.2	5.5
[42] Fc1cc2ncn(Cc3ccccc3)c2cc1F
  24.4	1.7	0.8	-2.3	-6.2	-3.5	10.0	-1.6	-1.4
[43] COC(=O)[C@H](Cc1c[nH]c2ccccc12)NC(=O)NCc1ccccc1
  7.8	2.7	7.4	2.8	2.2	-8.6	4.5	-2.9	1.0
[44] O=C(COC(=O)c1cc(=O)c2ccccc2o1)Nc1cc(Cl)ccc1Cl
  15.8	2.9	-6.5	-6.1	1.9	0.5	0.5	-3.5	-15.1
[45] CN1CCc2nc3ccccc3c(C(=O)OCC(=O)N(CCC#N)c3ccccc3)c2C1
  -332.6	5.9	6.7	-9.8	-3.0	10.2	-10.3	-0.8	7.5
[46] Cn1cc(CCC(=O)NCc2ccc3c(c2)OCO3)c2ccccc21
  10.1	1.6	2.6	11.5	-9.2	13.2	6.7	-1.5	7.3
[47] CCOC(=O)c1cn(CC)c2cc(N3CCSCC3)c(F)cc2c1=O
  i	2.0	2.0	0.0	-5.6	-2.5	8.4	-1.8	2.4
[48] O=C(N/N=C/c1ccoc1)c1ccc(Cl)cc1Cl
  -2.1	-1.5	6.3	-11.6	4.9	0.9	-3.2	-2.4	2.1
[49] Cc1ccc(-c2csc3ncnc(N4CCN(C(=O)c5ccccc5)CC4)c23)cc1
  16.3	-4.2	-1.6	-2.8	-6.8	-18.9	-1.1	0.7	1.4
[50] CC(NCCN(C)C)C(=O)C12CC3CC(CC(C3)C1)C2 (stereo not drawn)
  11.2	1.6	3.3	2.9	-4.2	5.9	-9.4	-0.3	-2.4
[51] O=c1c2c(-c3ccccc3)csc2ncn1/N=C/c1ccc(O)c([N+](=O)[O-])c1
  14.7	3.5	7.8	-7.1	-7.8	-14.7	-18.1	-1.8	4.9
[52] C(=C\c1ccccc1)/C=N/Nc1ccc2nncn2n1
  nt	nt	3.1	7.9	4.7	17.5	-13.4	0.3	0.1
[53] COc1cc(/C=C2/NC(=O)NC2=O)ccc1OCC(=O)Nc1ccc(F)cc1
  -301.9	-2.7	0.4	12.1	-5.5	-18.9	-4.7	-0.1	-4.7
[54] CN(C)Cc1ccc(-c2nc3cccc4c3n2CCNC4=O)cc1
  -46.5	1.8	-2.2	-8.5	-2.9	-4.7	9.8	2.3	-6.8
[55] C=CCc1ccc(OCCOc2ccc(/C=N/n3cnnc3)cc2OCC)c(OC)c1
  -37.0	1.3	-6.9	-2.0	-3.9	1.7	6.8	-0.5	-2.2
[56] CS(=O)(=O)N1CCN(C/C=C/c2ccccc2)CC1
  7.3	5.0	8.6	-8.0	-1.1	-15.5	-5.3	-3.2	-3.3
[57] CC[C@]12c3[nH]c4ccc(OC)cc4c3CCN1C(=O)C(CC(=O)NC/C=C(\C)CCC=C(C)C)C[C@@H]2C(=O)N1CCN(C(=O)c2ccco2)CC1 (stereo partly drawn)
  12.0	1.0	-10.3	nt	1.3	17.7	nt	nt	nt
